Screens as filed in PubChem BioAssay.
PLCg1 inh: inhibitors of human phospholipase C gamma1; P19174; purified PLC-gamma1, fluorogenic substrate, fluorescence; inhibition, % at 12.2 µM; 370,000 tested, 0.84% active; AID 720700; in the data active means inhibition above about 9.5%
Rev-erbA mod: modulates human Rev-erb alpha binding to DNA. P20393. Rev-erbα–FITC-DNA binding, fluorescence polarization, 90 min. activity, % at 10 µM. 370,000 tested, 0.79% active;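 active means activity above about 14%, limit read from the data; passing the limit was not always enough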;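 further: 0% = DMSO wells with 35 nM protein and 100% = DMSO wells with 750 nM protein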
sPLA2-III inh: Blocks human group III sPLA2 activity; inhibition, % at 12.2 µM; Q9NZ20; QFRET BODIPY PC-A2 liposome hydrolysis, fluorescence; 370,000 tested, 0.56% active;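 active means inhibition above mean plus 3 SD of compounds lying within the high and low control bounds, cut at about 19% in these data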;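 further: 0% = median of test compound wells and 100% = no enzyme DMSO wells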
Tn7 DDE FP: inhibitors of Tn7 peptide binding to human fibrin DD(E); inhibition, % at 8.3 µM; P02675; FP displacement of FITC-Tn7 peptide from fibrin DD(E); 0% = median of compound wells per plate; 370,000 tested, 0.13% active;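 active means inhibition above the mean of compounds falling within the control limits plus 3 SD of them, cut at about 14% in these data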;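 further: 0% = plate median of compound wells and 100% = 10 µM Aha-Tn7 peptide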
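Also added: labelled Tn7 tracer, 0.1 µM; Assay system: human fibrin DD(E) protein; Amount: 2 µM fibrin DD(E); Schedule: 10 min compound pre-incubation, 3 h probe incubation at room temperature; Repeats: one replicate per compound; Read-out basis: percent inhibition; Measured by: fluorescence polarization of the labelled Tn7 tracer.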
KLK7 zymogen act: proKLK7 (human) activation, primary screen | P49862 | purified proKLK7, EDANS-DABCYL substrate fluorescence; 100% is mature enzyme control, 0% vehicle | activation, % at 7 µM | 370,000 tested, 0.9% active;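 active means activation above the mean of all tested compounds plus 3 SD, computed per campaign excluding outliers beyond control limits, cut at about 13% in these data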
Target sequence (P49862 whole entry, looked up): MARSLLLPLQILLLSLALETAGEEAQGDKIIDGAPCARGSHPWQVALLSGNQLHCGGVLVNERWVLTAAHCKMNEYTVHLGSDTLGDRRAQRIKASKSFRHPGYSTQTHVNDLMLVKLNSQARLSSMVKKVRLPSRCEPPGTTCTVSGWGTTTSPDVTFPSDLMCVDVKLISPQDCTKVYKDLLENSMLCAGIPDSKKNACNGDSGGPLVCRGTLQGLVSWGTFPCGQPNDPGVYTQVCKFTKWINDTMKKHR
ASAP1 GAP inh: inhibitors of human ASAP1 ArfGAP activity. inhibition, % at 16.5 µM. 360,000 tested, 0.19% active. ASAP1-stimulated ARF1 GTP hydrolysis, GDP FP detection; in the data active means inhibition above about 25%;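 further: 0% = vehicle with enzyme and substrate and 100% = no enzyme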
Target sequence (Q9ULH1 325-724 limits assumed): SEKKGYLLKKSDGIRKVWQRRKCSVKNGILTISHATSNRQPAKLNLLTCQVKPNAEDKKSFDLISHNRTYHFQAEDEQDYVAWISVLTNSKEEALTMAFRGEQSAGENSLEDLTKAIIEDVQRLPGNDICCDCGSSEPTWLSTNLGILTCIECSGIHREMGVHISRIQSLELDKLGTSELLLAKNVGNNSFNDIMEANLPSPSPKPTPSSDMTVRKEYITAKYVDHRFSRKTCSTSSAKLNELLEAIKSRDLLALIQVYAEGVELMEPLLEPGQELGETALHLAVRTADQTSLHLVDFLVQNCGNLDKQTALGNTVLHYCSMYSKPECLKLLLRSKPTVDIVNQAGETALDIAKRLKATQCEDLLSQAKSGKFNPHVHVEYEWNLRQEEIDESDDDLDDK
UHRF1 binding: blocks human UHRF1 binding to methylated DNA; Q96T88; AID 687016; inhibition, % at 4.4 µM; 370,000 tested, 0.75% active; UHRF1 binding to methylated oligo, TR-FRET; in the data active means inhibition above about 21%;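 further: UHRF1 SRA domain binding a hemimethylated CpG hairpin DNA probe; 0% = median of test compound wells and 100% = reference inhibitor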
DDE Tn6 FP inh: DD(E)-Tn6 binding inhibition, primary FP screen; inhibition, % at 8.3 µM; Fibrin DD(E) TRITC-Tn6 fluorescence polarization displacement; AID 720509; 370,000 tested, 0.21% active; P02675;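 active means inhibition above a per-campaign cutoff: mean of compounds within control limits plus 3 SD, cut at about 15% in these data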;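 further: 0% = median of all compound wells on the plate and 100% = blocking peptide control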
ARFGAP1 inhibitor: inhibits rat ARF GTPase activating protein 1. 360,000 tested, 0.26% active. Q62848. inhibition, % at 16.5 µM. AID 651572. Arfgap1-stimulated ARF1 GTP hydrolysis, GDP FP detection;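 active means inhibition above a per-plate limit, mean inhibition of low control wells plus 3 SD, cut at about 25% in these data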;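 further: 0% = DMSO wells with enzyme and 100% = wells lacking Arfgap1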
Target sequence (Q62848 1-136 limits assumed): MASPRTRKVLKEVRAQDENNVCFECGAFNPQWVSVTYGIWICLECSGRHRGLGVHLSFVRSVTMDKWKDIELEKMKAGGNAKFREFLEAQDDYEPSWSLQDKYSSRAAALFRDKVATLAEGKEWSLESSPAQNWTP
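Material: rat Arfgap1 GAP domain (His6, aa 1-136), purified enzyme. Also added: human ARF1(Δ1-17)-GTP substrate. Compound dosing: 16.5 µM single point, 1.26% DMSO. Timing: enzyme reaction 120 min at 25 °C after 20 min preincubation. Signal: GDP detection by fluorescence polarization. Read-out basis: percent inhibition of GAP-stimulated GDP formation, scaled between DMSO and no-Arfgap1 medians.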
PLCb3 inh: PLC-beta3 (human) inhibition, primary screen | Purified PLC-beta3, fluorogenic substrate, fluorescence | 370,000 tested, 0.18% active | inhibition, % at 12.2 µM | AID 720704 | Q01970; in the data active means inhibition above about 11%;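 further: 0% = median of compound wells on plate and 100% = full blocker control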
Numbers without * were called inactive; · = no result given.

The line under a structure holds: PLCg1 inh	Rev-erbA mod	sPLA2-III inh	Tn7 DDE FP	KLK7 zymogen act	ASAP1 GAP inh	UHRF1 binding	DDE Tn6 FP inh	ARFGAP1 inhibitor	PLCb3 inh
- COCc1cc(N2CCCCC2)nc(-c2ccccc2)n1
  -1.4	-0.8	1.4	10.0	0.7	-5.0	-0.4	-0.5	13.1	0.1
- Cc1c(NC(=O)c2c([N+](=O)[O-])cnn2C)c(=O)n(-c2ccccc2)n1C
  1.4	0.2	-1.2	-6.2	-0.4	-0.6	-1.9	2.6	-5.2	-1.2
- COc1ccc(-n2c(Cc3cccn3C)nnc2SCC(=O)N2CCCc3ccccc32)cc1
  -1.9	-2.5	-18.2	-4.5	0.4	3.7	-4.1	-2.5	-3.1	-4.0
- CCOc1ccc2nc(NC(=O)c3c([N+](=O)[O-])cnn3CC)sc2c1
  0.3	5.2	-3.0	-6.7	-0.1	-7.8	0.5	0.5	4.3	0.7
- CC(C)(CO)NCC(O)COc1ccc2c(c1)CCC2 (stereo not drawn)
  0.8	-2.2	1.8	1.6	0.5	6.4	-0.8	4.8	-10.9	0.6
- Cc1cc(-c2ccc(/C=N/n3cnnc3)o2)ccc1Cl
  -21.5	-1.0	1.0	5.9	-0.9	-17.7	-0.4	10.5	1.2	-22.9
- Cc1cc(O)c(N)c(C)c1Cl
  -2.4	-0.9	-2.5	-5.3	0.6	-1.6	3.7	-0.1	-9.5	2.0
- CCCc1nc2ccccc2c(=O)n1/N=C/c1ccc(O)cc1
  2.6	-1.0	6.1	2.5	0.2	9.3	0.0	7.9	-5.6	1.0
- CN(C)c1ccc(-c2ccnc3c2CC(C)(C(=O)Nc2ccc(Cl)c(C(F)(F)F)c2)O3)cc1 (stereo not drawn)
  -123.2	2.6	14.0	-6.1	-9.5	3.1	1.3	-4.6	12.3	-183.0
- CCN(CC)c1ccc(NC(=O)CN2CCN(c3nc(C)cc(C)n3)CC2)cc1
  -1.9	-5.0	9.0	0.4	0.7	-16.2	-0.2	-4.7	-0.8	-3.7
- Cc1cc(Br)ccc1NC(=S)Nc1cccc([N+](=O)[O-])c1
  -0.2	4.1	3.8	2.5	-0.4	-0.1	-1.3	1.3	-3.5	3.0
- COc1ccccc1NC(=O)Nc1nc(C(N)C2CCCCC2)cs1 (stereo not drawn)
  4.7	-6.3	10.2	3.1	-0.8	14.3	2.7	-11.4	9.3	-0.6
- CCOC(=O)N1CCN(C(=O)c2ccc(CNS(=O)(=O)c3ccc(OC)cc3)cc2)CC1
  3.9	-6.1	-3.8	-5.8	0.4	-3.9	-1.4	0.3	5.8	1.1
- Cc1ccccc1-n1nc(C)c2cc(C(=O)NCc3cccnc3)sc21
  -5.0	-4.8	-9.8	0.9	0.3	4.5	-0.1	3.5	-1.7	-6.5
- CC(Oc1ccccc1)C(=O)N1CCN=C1SCc1ccccc1F (stereo not drawn)
  0.7	5.3	-5.1	-16.7	0.1	8.9	-1.6	-1.3	7.7	-5.7
- COC(=O)c1sccc1NC(=O)CNC(=O)c1ccccc1
  1.7	5.0	3.7	0.0	-0.5	-7.7	3.4	-5.6	3.8	-6.9
- COCc1nnc(NC(=O)C23CC4CC(CC(C4)C2)C3)s1
  5.4	-1.4	7.2	-5.4	-0.2	6.8	2.7	-9.5	17.0	-1.2
- COc1cccc(C(C)(O)c2nc(-c3ccc(S(C)(=O)=O)cc3)cs2)c1 (stereo not drawn)
  -0.4	-0.8	-7.5	-1.4	-0.2	0.7	-0.8	-3.8	6.9	-0.4
- Cc1cc(C)cc(OCCNS(=O)(=O)c2cccs2)c1
  -1.9	10.8	-13.9	-0.5	-0.2	4.8	-0.7	-1.6	7.1	2.0
- CCC[C@H]1[C@@H](OC(=O)NC2CCCCC2)CC[C@@]23CCCN2C(=O)CCC[C@@H]13
  4.5	0.3	8.4	-7.1	·	·	1.4	9.4	·	2.9
- O=C(NC1CCCCC1)N1CCN(c2ccc(Cl)cc2)CC1
  2.2	-1.7	1.9	0.8	0.5	-0.5	0.8	-2.3	3.7	-5.2
- COc1ccc(-c2nc(-c3cccc(C)c3)[nH]c(=O)c2C#N)cc1
  1.4	3.5	-4.1	-4.5	-0.5	9.7	-2.4	-2.5	-8.9	2.4
- CN1OC[C@@H]2CN(Cc3ccc4c(c3)OCO4)[C@H](c3ccc(N4CCCCC4)cc3)C[C@@H]21
  -2.3	8.5	11.0	4.0	0.1	1.0	2.4	0.8	-0.2	-3.7
- COc1ccccc1CNCC(=O)Nc1cc(S(=O)(=O)N2CCOCC2)ccc1Cl
  5.3	1.9	-7.1	-1.1	0.0	11.7	0.0	0.0	-7.5	-5.3
- CC(=O)c1c(C)[nH]c(C(=O)CSc2nnc(-c3ccccc3)n2Cc2ccc3c(c2)OCO3)c1C
  -0.7	-5.1	-8.9	-1.0	0.3	-1.2	0.2	-4.3	12.0	2.7
- O=C(CCOc1ccccc1)Nc1nnc(-c2ccc3c(c2)OCCO3)o1
  -2.9	6.5	7.3	7.1	0.3	-8.1	-0.9	-0.3	5.0	-10.5
- O=C(O)CC12CC3CC(C1)CC(n1ncc(NCC4CCCO4)c(Cl)c1=O)(C3)C2 (stereo not drawn)
  0.4	-1.0	-4.4	6.2	-0.4	-5.0	-0.5	3.1	11.6	-4.9
- OC[C@@H]1CN(Cc2ccc(F)cc2)C[C@H](n2cnc3c(NC4CC4)ncnc32)O1
  4.6	2.3	3.5	5.0	-0.3	13.2	-1.0	2.7	2.3	1.5
- CC(C)CC(=O)NS(=O)(=O)c1ccc(NS(C)(=O)=O)cc1
  -0.6	2.8	6.7	3.3	0.3	0.9	1.2	2.0	-3.7	-0.2
- CCOC(=O)c1c(-c2ccc(OC)cc2)csc1/N=C/C1=C(O)CCCC1=O
  -8.4	3.8	-8.1	-4.1	-0.5	-2.4	-2.7	-1.7	4.7	-8.7

An excerpt from above, reduced to PLCg1 inh and DDE Tn6 FP inh:
canonical_smiles,PLCg1 inh,DDE Tn6 FP inh
CCC[C@H]1[C@@H](OC(=O)NC2CCCCC2)CC[C@@]23CCCN2C(=O)CCC[C@@H]13,4.5,9.4
CC(=O)c1c(C)[nH]c(C(=O)CSc2nnc(-c3ccccc3)n2Cc2ccc3c(c2)OCO3)c1C,-0.7,-4.3
CC(C)(CO)NCC(O)COc1ccc2c(c1)CCC2 (stereo not drawn),0.8,4.8

The listing continues:
The line under a structure holds: PLCg1 inh	Rev-erbA mod	sPLA2-III inh	Tn7 DDE FP	KLK7 zymogen act	ASAP1 GAP inh	UHRF1 binding	DDE Tn6 FP inh	ARFGAP1 inhibitor	PLCb3 inh
- CC(=O)Oc1ccc(C2(C)CC(C)(C)NC(=S)N2C)c(OC(C)=O)c1 (stereo not drawn)
  0.6	·	6.5	2.6	-0.2	7.4	-1.4	-1.1	-7.4	-6.7
- CCOc1ccc(-n2c(=O)cc(N3CCN(c4ccc(F)cc4)CC3)[nH]c2=O)cc1
  0.2	5.2	-3.3	1.4	0.0	10.9	0.4	2.0	8.2	1.2
- CC(=O)N1CCc2c(sc(NC(=O)Cc3ccc(F)cc3)c2C(N)=O)C1
  -1.9	7.7	-1.5	-13.3	0.0	4.5	-0.4	4.0	0.2	0.4
- O=Cc1c(-[n+]2ccccc2)nc([O-])n1-c1ccccc1
  -4.1	0.6	11.1	3.4	0.0	-9.5	1.5	-1.3	-16.6	-7.2
- CCN(CC)CCCN=C1N[C@@H](c2ccccc2)C(C(=O)OC)=C(C)N1CC
  -1.6	3.1	6.3	-7.8	-0.1	11.3	2.6	-2.9	6.2	3.2
- Cc1noc(C)c1-c1ccc(C(=O)NCc2cccnc2)c2occc12
  -0.8	3.4	-0.5	-3.0	-0.4	-4.1	-1.2	-5.2	3.2	-2.6
- O=C(OC12CCCN(C1)/C(=C/c1cccc(Cl)c1)C2)c1ccco1 (stereo not drawn)
  0.2	18.1	3.1	-2.7	0.4	·	0.1	1.2	·	-7.5
- Cc1ccc(NC(=O)C2CCCN(S(=O)(=O)c3c(C)noc3/C=C/N(C)C)C2)c(C)c1 (stereo not drawn)
  -5.5	-7.9	0.9	0.1	-0.6	2.3	0.2	-1.5	7.0	-8.6
- CN(C)C(=O)CSc1nc(SCC(=O)N(C)C)n(-c2ccccc2)n1
  -0.7	4.2	-2.7	4.0	0.1	7.5	-1.1	2.4	8.5	1.9
- CC(C)(C)OC(=O)N1CCC(C(=O)N[C@@H](Cc2c[nH]c3ccccc23)C(=O)O)CC1
  1.0	-3.1	-43.7	-5.3	-0.7	10.9	4.0	-3.0	3.1	-4.8
- Cc1cc(NC(=O)CS(=O)(=O)c2cn(Cc3ccc(F)cc3)c3ccccc23)no1
  5.4	12.5	-16.7	-9.0	-0.3	6.8	0.1	5.8	3.0	1.4
- CC(=O)Oc1ccc(N2C(=O)C3C4C=CC(O4)C3C2=O)cc1 (stereo not drawn)
  3.0	3.2	15.4	-1.1	-0.4	10.2	4.9	-0.1	18.8	0.6
- Cc1ccc2nc(SC(C(=O)c3ccccc3)c3ccccc3)nc(C)c2c1 (stereo not drawn)
  2.4	2.0	3.0	-5.1	-0.8	-6.3	1.6	-0.3	-2.0	-1.6
- Oc1ccc(Br)cc1-c1cc(-c2ccc(Cl)cc2)n[nH]1
  4.0	-1.0	-15.9	3.3	-0.9	4.0	-0.4	-0.8	-5.6	-0.6
- c1ccc2c(c1)CCCC2NC1=NCCC1 (stereo not drawn)
  1.4	0.7	-2.4	7.2	0.3	0.6	0.5	6.4	2.5	3.4
- Cc1ccc(OCCn2cc(C(=S)N3CCCC3)c3ccccc32)cc1C
  1.2	-6.5	-10.0	9.8	-0.3	-3.5	-1.4	-6.5	-8.0	-0.7
- O=C(NCCc1ccccc1)C(=O)NCCC1CCCCN1S(=O)(=O)c1ccccc1 (stereo not drawn)
  7.5	4.3	-3.8	-5.6	0.6	-6.5	0.3	-7.5	-13.7	-2.1
- COc1cc(OC)cc(C(=O)NCC(=O)OCC(=O)c2cc(OC)ccc2OC)c1
  -18.7	-4.1	6.1	-1.3	0.6	1.5	-0.9	-2.8	-5.5	-16.6
- C[C@@](Cc1ccc(O)c(O)c1)(NN)C(=O)O
  -1.1	-1.6	1.9	-23.2	1.8	13.3	2.4	-10.1	9.9	-1.5
- CCOc1ccc(C(=O)Nc2cccc3ncccc23)cc1Cl
  4.3	1.2	2.5	-3.7	-0.2	-6.2	-0.5	-2.8	11.9	-4.4
- Cc1nc2c(Cl)cc(Cl)cc2[nH]1
  1.1	1.9	-5.8	-3.1	-0.2	9.5	0.2	-2.6	-6.8	2.4
- CC1CCN(c2nnc(-c3ccccc3)c3ccccc23)CC1
  -6.9	2.4	-5.8	-2.1	0.0	-5.6	8.3	3.2	0.0	-4.9
- CCC(C)NCC(O)COCc1ccc(Cl)cc1 (stereo not drawn)
  1.8	-4.0	-3.1	-4.4	-0.4	-6.4	-0.6	0.6	-8.1	-0.2
